# Source: PubChem BioAssay (several laboratories)
# Arr AP2 block: blocks beta-arrestin peptide binding to AP2 adaptin | hit rate 0.31% among 340,000 | AID 504490 | inhibition, % at 10 µM | FITC-arrestin peptide / GST-AP2 beads, flow cytometry; AP2 beta2 appendage carries R879A mutation;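 active means inhibition above a set limit, near 3 SD of compounds lacking own fluorescence, cut at about 54% in these data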;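 further: plate controls were DMSO wells for no effect and 5 µM unlabelled arrestin peptide for full effect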
#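 Test system: GST-tagged AP2 beta2-adaptin appendage (R879A) on 4 µm glutathione beads; also added: fluorescein-tagged arrestin peptide at 50 nM final; timing: 12 min plus 1 h, RT; signal: flow cytometry, FL1 (488/535 nm); read-out: percent drop in bead-associated FITC signal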
# SR-BI DiI-HDL act: SR-BI HDL lipid transfer activation; CHO ldlA[mSR-BI] cells, DiI-HDL uptake fluorescence, 3 h; 100 = double the neutral-control signal; activation, % at 12.5 µM; hit rate 0.096% among 320,000;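 active means mean replicate activation of at least 60% and every replicate at or above 60%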;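 further: 0% = median plate neutral-control signal and 100% = twice that signal; values of inactives mirror those of a sister screen read the other way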
#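 Test system: SR-BI-overexpressing, LDLR-lacking CHO cells; Medium: Ham's F12 with 0.5% BSA, HEPES 25 mM, pH 7.4; Schedule: 3 h, 37 °C; Technique: bottom-read fluorescence, 550/595 nm.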
# RTF Ca sens inh: cardiac RTF calcium desensitization. P19429+P45379. IANBD-labeled cardiac RTF, Ca2+ fluorescence. inhibition, % at 7.15 µM. hit rate 0.12% among 340,000. AID 493244;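 active means inhibition above the mean inhibition of all tested compounds plus 3 SD, cut at about 17% in these data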;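 further: assay run at fixed EC70 calcium of 1.6 mM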
# NSD2 inh: blocks human histone methyltransferase NSD2 | O96028 | NSD2 peptide methylation, AlphaScreen, 120 min | inhibition, % at 12.5 µM | hit rate 0.54% among 310,000 | AID 743445; in the data active means inhibition above about 50%
# C-LANA FP: blocks KSHV LANA C-terminal domain binding to DNA; MBP-C-LANA/FAM-LBS DNA binding, fluorescence polarization; inhibition, % at 9 µM; hit rate 0.078% among 340,000; AID 504423;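 active means highest replicate inhibition at or above 60% at 9 µM, even if other replicates fall short; inactive means all replicates below 60% inhibition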;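 further: 0% = neutral control wells and 100% = 4 µM acridine orange control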
# SR-BI DiI inh: blocks mouse SR-BI lipid uptake from DiI-HDL; inhibition, % at 12.5 µM; hit rate 0.96% among 320,000; ldlA[mSR-BI] CHO cells, DiI-HDL uptake fluorescence, 3 h;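 active means mean replicate inhibition of at least 70% and a set share of replicates each scoring 70 or more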;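 further: 0% = median of neutral control wells and 100% = median of positive control wells; values of inactives mirror those of a sister screen read the other way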
# PvdQ acylase: blocks Pseudomonas aeruginosa PvdQ acylase activity; inhibition, % at 10 µM; purified PvdQ acylase, fluorescence plate reader; hit rate 0.063% among 340,000; in the data active means inhibition above about 30%, passing the limit was not always enough;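 further: 0% = vehicle neutral wells and 100% = reference inhibitor wells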
# DAGLB inhibitor: diacylglycerol lipase beta (human) inhibition | Q8NCG7 | HEK293T DAGLB membrane lysate, EnzChek fluorogenic substrate | inhibition, % at 5.17 µM | hit rate 0.059% among 340,000 | AID 504411; in the data active means inhibition above about 34%;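 further: 0% = enzyme with vehicle and 100% = wells lacking enzyme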
# Keap1 Nrf2 FP: inhibitors of human Keap1-Nrf2 protein-protein interaction | Keap1 Kelch-Nrf2 peptide fluorescence polarization, 1536-well | hit rate 0.15% among 340,000 | Q14145 | AID 504523 | inhibition, % at 9.4 µM; in the data active means inhibition above about 12%;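 further: human Keap1 Kelch domain with fluorescein labeled Nrf2 9mer peptide probe; 0% = neutral control wells and 100% = peptide positive control; higher means more block of Keap1 binding to Nrf2 peptide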
# Target sequence (Q14145 whole entry, looked up, the tested form may be a part): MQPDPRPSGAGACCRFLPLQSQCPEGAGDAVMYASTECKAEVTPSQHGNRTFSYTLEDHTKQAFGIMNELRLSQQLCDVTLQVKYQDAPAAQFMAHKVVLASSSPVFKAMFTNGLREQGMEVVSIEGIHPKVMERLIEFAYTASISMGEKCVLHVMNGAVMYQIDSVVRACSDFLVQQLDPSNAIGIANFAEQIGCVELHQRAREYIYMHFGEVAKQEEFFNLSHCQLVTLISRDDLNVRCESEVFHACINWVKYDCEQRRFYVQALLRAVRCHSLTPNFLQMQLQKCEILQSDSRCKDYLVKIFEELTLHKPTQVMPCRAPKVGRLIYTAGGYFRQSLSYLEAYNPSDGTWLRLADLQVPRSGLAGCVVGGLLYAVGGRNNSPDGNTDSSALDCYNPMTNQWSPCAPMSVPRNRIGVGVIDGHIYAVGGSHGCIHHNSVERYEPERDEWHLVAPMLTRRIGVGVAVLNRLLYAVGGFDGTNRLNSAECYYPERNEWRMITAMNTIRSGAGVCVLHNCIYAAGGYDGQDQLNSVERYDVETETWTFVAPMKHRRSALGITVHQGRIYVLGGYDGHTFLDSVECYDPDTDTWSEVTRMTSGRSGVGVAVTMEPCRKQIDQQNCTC
# PKA-R2B act: activates the human PKA-R2B holoenzyme complex. P22694+P31323. PKA-R2B holoenzyme dissociation, Cy5-IP20 fluorescence polarization; R2B truncated from residue 108, S112A mutant; 0% DMSO only, 100% 113 µM cGMP. activation, % at 11.4 µM. hit rate 0.079% among 340,000;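 active means activation above a cutoff set at the mean over all compounds plus 3 SD, cut at about 18% in these data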;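 further: higher means more holoenzyme dissociation and a rise in polarization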
# Target sequence (P31323 whole entry, looked up, other chains not shown, the tested form may be a part): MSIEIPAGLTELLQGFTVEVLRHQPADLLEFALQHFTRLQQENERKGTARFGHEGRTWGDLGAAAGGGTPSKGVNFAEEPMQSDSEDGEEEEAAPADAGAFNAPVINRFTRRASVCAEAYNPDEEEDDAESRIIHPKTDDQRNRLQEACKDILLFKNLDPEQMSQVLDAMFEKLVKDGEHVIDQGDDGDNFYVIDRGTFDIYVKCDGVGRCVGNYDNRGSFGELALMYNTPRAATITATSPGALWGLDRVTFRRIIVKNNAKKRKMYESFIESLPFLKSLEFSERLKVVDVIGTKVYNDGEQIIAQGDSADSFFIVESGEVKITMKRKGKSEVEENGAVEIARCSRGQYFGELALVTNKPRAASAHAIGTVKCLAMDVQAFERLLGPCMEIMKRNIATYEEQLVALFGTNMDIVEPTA
# Starred values were filed as active, the others as inactive; . = not tested or not shown.
# A first look, 3 compounds:
SMILES,Arr AP2 block,SR-BI DiI-HDL act,RTF Ca sens inh,NSD2 inh,C-LANA FP,SR-BI DiI inh,PvdQ acylase,DAGLB inhibitor,Keap1 Nrf2 FP,PKA-R2B act
Cc1ccc(C)n1C(CC(=O)O)c1ccc(C#N)cc1 (centres undefined),12,23,.,4,6.8,-23,-17,.,8,.
COc1cccc(NC(=O)c2ccc(CN3CCN(c4ccccc4)CC3)cc2)c1,0,-28,-11,2,3.2,28,-11,-2,-6,-2
COc1ccc2sc(-c3ccc(S(C)(=O)=O)cc3)c(C(=O)NCCCN3CCCC3=O)c2c1,-7,28,4,.,-0.5,-28,-8,-3,-7,-2

# Main list, from the start:
SMILES,Arr AP2 block,SR-BI DiI-HDL act,RTF Ca sens inh,NSD2 inh,C-LANA FP,SR-BI DiI inh,PvdQ acylase,DAGLB inhibitor,Keap1 Nrf2 FP,PKA-R2B act
Cc1ccc(C)n1C(CC(=O)O)c1ccc(C#N)cc1 (centres undefined),12,23,.,4,6.8,-23,-17,.,8,.
COc1cccc(NC(=O)c2ccc(CN3CCN(c4ccccc4)CC3)cc2)c1,0,-28,-11,2,3.2,28,-11,-2,-6,-2
COc1ccc2sc(-c3ccc(S(C)(=O)=O)cc3)c(C(=O)NCCCN3CCCC3=O)c2c1,-7,28,4,.,-0.5,-28,-8,-3,-7,-2
Cc1cccc(NC(=O)COc2ccc(Br)cc2)n1,16,28,-3,-5,-0.2,-28,16,-13,-1,0
Cc1nc2c3c(sc2c(=O)[nH]1)NC(=O)CC3c1ccccc1Cl (centres undefined),10,.,-5,.,1.7,.,-5,3,3,5
Cc1ccccc1NC(=O)Cc1nc(COC(=O)CSc2ccccc2)cs1,27,-14,-5,0,0.0,14,4,-2,-4,10
CCOC(=O)c1ccc(NC(=S)N(CCN(C)C)Cc2cccs2)cc1,28,-26,-10,-2,-1.6,26,-4,1,-3,2
O=C(O)CNC(=O)/C(=C/c1ccco1)NC(=O)/C=C/c1ccccc1,4,-13,-15,-2,-0.7,13,-17,-1,-2,7
COc1ccccc1/C=C(\NC(=O)c1ccccc1)C(=O)NCc1ccco1,9,.,-12,-4,1.4,.,-5,-1,-2,-3
COCCCNC(=O)Cn1cc(/C=C(\C#N)C(=O)NC2CCCC2)c2ccccc21,2,-8,-8,3,2.1,8,-9,-4,-5,-5
Cc1ccc([N+](=O)[O-])cc1NC(=O)CN(C1CCCCC1)S(=O)(=O)c1ccc(Cl)cc1,16,-24,-7,2,-0.3,24,1,-16,1,-3
COc1cc(OC)nc(Oc2cc(C=O)ccc2OC)n1,8,28,-9,4,-2.5,-28,-4,0,-1,0
Cc1ccc(/C=N/NC(=O)c2cccc(S(=O)(=O)Nc3ccccc3Cl)c2)o1,6,18,5,16,0.1,-18,-6,5,2,-3
Cc1cc(C(=O)N/N=C/c2cc(Br)c(Br)o2)n[nH]1,9,-7,-6,16,2.2,7,-23,-2,-2,3
Cc1ccc(C)c(C(=O)C(C)OC(=O)c2cccn2C)c1 (centres undefined),-6,-9,-8,1,0.0,9,-12,-5,-1,-5
CCOC(=O)c1c(-c2ccccc2)oc2ccc(OCC(O)CNCCN(C)C)cc12 (centres undefined),-2,-8,-1,7,-3.4,8,-6,-2,-13,8
Cn1c(SCC(=O)NCc2ccco2)nc2ccccc2c1=O,30,12,-8,-2,0.8,-12,-5,1,-3,5
CCc1ccc(NC(=O)CSc2n[nH]c(C)c2[N+](=O)[O-])cc1,5,-15,-14,-3,-1.2,15,-6,0,-8,-8
O=C(Nc1ccccc1)C1C(c2ccccc2)C1(Cl)Cl (centres undefined),30,0,-1,-4,-0.4,0,9,-3,2,8
CC1CCN(C(=O)c2ccc(SCc3ccccc3F)c([N+](=O)[O-])c2)CC1,-9,-17,1,-3,1.9,17,-9,-5,3,-14
O=C(COc1ccc2c(c1)CCC2)N1CCN(c2ccccc2F)CC1,8,43,3,-4,-1.7,-43,-5,-10,-3,-10
O=C(O)C1C2C=CC3(CN(CC(O)COc4ccccc4)C(=O)C13)O2 (centres undefined),5,10,-7,-2,2.2,-10,-8,-1,-5,-10
O=C(NCCc1cccc(Cl)c1)c1ccc2c(c1)OCO2,-13,-5,14,-1,1.0,5,-1,-1,-4,-4
CN(c1nc2c(c(=O)n(C)c(=O)n2C)n1CC(=O)c1ccccc1)C1CCCCC1,1,22,-7,6,-2.0,-22,-14,-1,-4,2
Cc1ccc(CSc2[nH]c(=O)ncc2C)cc1,-1,6,2,1,-0.5,-6,-4,-2,2,-6

# Structures from the list above that contain an aryl methoxy group:
SMILES,Arr AP2 block,SR-BI DiI-HDL act,RTF Ca sens inh,NSD2 inh,C-LANA FP,SR-BI DiI inh,PvdQ acylase,DAGLB inhibitor,Keap1 Nrf2 FP,PKA-R2B act
COc1cccc(NC(=O)c2ccc(CN3CCN(c4ccccc4)CC3)cc2)c1,0,-28,-11,2,3.2,28,-11,-2,-6,-2
COc1ccc2sc(-c3ccc(S(C)(=O)=O)cc3)c(C(=O)NCCCN3CCCC3=O)c2c1,-7,28,4,.,-0.5,-28,-8,-3,-7,-2
COc1ccccc1/C=C(\NC(=O)c1ccccc1)C(=O)NCc1ccco1,9,.,-12,-4,1.4,.,-5,-1,-2,-3
COc1cc(OC)nc(Oc2cc(C=O)ccc2OC)n1,8,28,-9,4,-2.5,-28,-4,0,-1,0

# Some of these compounds in order of count of non-hydrogen atoms, rising:
SMILES,Arr AP2 block,SR-BI DiI-HDL act,RTF Ca sens inh,NSD2 inh,C-LANA FP,SR-BI DiI inh,PvdQ acylase,DAGLB inhibitor,Keap1 Nrf2 FP,PKA-R2B act
Cc1ccc(CSc2[nH]c(=O)ncc2C)cc1,-1,6,2,1,-0.5,-6,-4,-2,2,-6
Cc1ccc(C)n1C(CC(=O)O)c1ccc(C#N)cc1 (centres undefined),12,23,.,4,6.8,-23,-17,.,8,.
COc1cccc(NC(=O)c2ccc(CN3CCN(c4ccccc4)CC3)cc2)c1,0,-28,-11,2,3.2,28,-11,-2,-6,-2

# The listing continues:
SMILES,Arr AP2 block,SR-BI DiI-HDL act,RTF Ca sens inh,NSD2 inh,C-LANA FP,SR-BI DiI inh,PvdQ acylase,DAGLB inhibitor,Keap1 Nrf2 FP,PKA-R2B act
CN(C)CCCn1c(-c2ccccc2)nc(=S)c2c1CCCC2,25,-2,-5,23,-1.3,2,-8,-1,-14,-9
O=C(Nc1ccccc1C(=O)Nc1nncs1)c1ccccc1,16,1,-1,-2,-13,-1,6,2,-1,-13
COc1ccccc1N(Cc1ccccc1)S(=O)(=O)c1cccc(C(=O)Nc2ccc(C(C)=O)cc2)c1,-6,-13,-9,-2,-0.3,13,10,-2,-1,9
COc1ccc(C2CC(=O)C(C=NCCO)=C(O)C2)cc1OC (centres undefined),17,29,-20,0,0.8,-29,3,-2,-2,-5
O=C(CSc1nnc(-c2cccnc2)n1-c1ccc(SC(F)F)cc1)N1CCCc2ccccc21,2,-21,1,1,1.8,21,0,-4,0,0
Cc1cc(C)cc(NC(=O)CN(c2ccc(F)cc2)S(C)(=O)=O)c1,42,-5,2,1,0.1,5,6,-2,4,7
Cc1ccc(NC(=O)C(=O)NCC2CCCN2S(=O)(=O)c2cccs2)cc1C (centres undefined),-9,-24,-4,-1,0.3,24,-12,3,2,-15
O=S(=O)(NCCc1c[nH]c2ccccc12)c1ccccc1,1,-8,0,4,-1.2,8,-17,0,1,-2
CCn1cc(/C=C(\NC(=O)c2ccccc2F)C(=O)NCCCn2ccnc2)c2ccccc21,25,14,-1,5,-1.6,-14,14,0,2,9
CCn1c(COc2ccccc2C)nnc1SCC(=O)NC1CCCC1,26,7,-1,-3,1.9,-7,15,-2,-2,2
CN(C)S(=O)(=O)c1cccc(NC(=S)NCCCn2ccnc2)c1,-12,1,2,2,-1.7,-1,-5,1,-4,-5
CC1CCCCC1NC(=S)NC(=O)c1ccccc1Cl (centres undefined),2,10,4,-3,0.8,-10,6,-4,-2,4
CC(=O)Nc1ccc(S(=O)(=O)Nc2ccc(S(=O)(=O)N3CCCC3)cc2)cc1,1,2,-3,-2,0.5,-2,10,3,4,-5
COc1cccc2c(=O)cn[nH]c12,5,4,-14,-1,0.9,-4,-8,3,-3,-15
CCN(C[C@H]1N[C@@](CC)(C(=O)OC)[C@H]2C(=O)N(Cc3ccccc3)C(=O)[C@@H]12)S(=O)(=O)c1ccc(-c2ccccc2)cc1,3,4,1,.,0.5,-4,12,-2,-2,3
O=C(O)c1ccccc1NS(=O)(=O)c1cccc(NS(=O)(=O)c2cc(Br)ccc2Br)c1,1,19,-6,8,-0.2,-19,-14,12,2,-6
CC(NC(=O)Cn1cc(C(=O)C2CC2)c2ccccc21)c1ccccc1 (centres undefined),-1,-1,4,-2,0.0,1,4,-3,0,-2
O=C(N1CCN(c2ccccc2F)CC1)C1(c2cccs2)CCOCC1,1,-4,1,-1,-0.5,4,-15,-2,0,7
COc1ccccc1CNC(=O)COC(=O)c1cc(C)nc2ccccc12,-11,1,-2,-3,-1.4,-1,-12,-3,0,-4
Cc1cc(C)cc(NC(=S)/C(=C(\[O-])c2ccc(Cl)cc2Cl)[n+]2ccc(C(C)(C)C)cc2)c1,-9,-17,-8,-2,-5.6,17,-13,0,0,4
COc1cc(F)ccc1S(=O)(=O)N1CCN(c2ccccc2)CC1,40,-8,2,1,-1.1,8,19,-2,-1,2
CC1=CC(C)C2C(=O)N(O)C(=O)C2C1 (centres undefined),4,8,-12,0,1.9,-8,-11,4,2,-1
CCN(CC(=O)NC(=O)NC1CCCCC1)Cc1ccccc1,22,-3,1,10,-0.4,3,-4,-3,-1,-7
CCCOc1ccc(C(=O)OCC(=O)NCCc2ccc(OCC)c(OCC)c2)cc1OC,32,-33,-20,-2,0.4,33,-3,-2,-3,-9
Cc1ccc(S(N)(=O)=O)cc1NC(=O)C(c1ccccc1)c1ccccc1,14,17,4,1,1.4,-17,-10,0,-3,2
O=C(Oc1cc2oc(=O)c3c(c2cc1Cl)CCCC3)c1cccs1,34,-10,0,0,0.9,10,-6,-1,-1,-5
COCCCN1C(=O)C(=O)/C(=C(/O)c2ccc(OCC(C)C)cc2C)C1c1cccnc1 (centres undefined),0,31,-5,-2,0.5,-31,-9,1,-2,11
CCOc1ccccc1C(=O)Nn1c(C2CCC2)nc2ccccc2c1=O,3,-4,-6,-2,0.2,4,-17,-2,-7,-12
COc1ccc(/C=C2/SC(=S)N(Cc3ccccc3)C2=O)cc1O,41,0,7,-2,0.1,0,11,-3,1,-3
CCCNC(=O)CN(c1ccccc1)S(=O)(=O)c1ccc(OC)c(OC)c1,10,-7,-20,-12,1.2,7,-24,-1,-2,-11
